Assay outcomes from PubChem.
Insulin prom inh: inhibitors of insulin promoter-driven GFP, primary screen, imaging, TRM-6 cells (human fetal islet line), eGFP reporter, cell count; reporter expression induced with tamoxifen; inhibition, % at 2 µM; 0.9% of 130,000 active; AID 1273, 2008;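 active = inhibition above the mean plus 3 SD, with well images judged a real hit on visual review, cut at about 60% in these data, passing the limit was not always enough; inconclusive = inhibition over the cutoff but images rejected on review; inactive = inhibition not above the cutoff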
sdo1 growth: growth rescue of sdo1-depleted yeast, primary screen, S. cerevisiae, bone marrow failure model; z-score at 10 µM; S. cerevisiae sdo1-depleted JHY4D growth rescue, OD600 30 h; active compounds read high; pdr5 snq2 efflux-pump mutant strain; 0.21% of 140,000 active; AID 817, 2007;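 active = z-score above 3 at both the 24 hr and the 30 hr optical density reads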;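 note: z-score against mean and SD of all compound wells on the same plate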
sdo1 growth Rescue 24 h: second read-out of sdo1 growth, no call of its own (marks repeat the call); z-score; S. cerevisiae sdo1-depleted JHY4D growth rescue, OD600; measured here: growth rescue at 24 h;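 0 is the plate mean of compound wells and units are plate SD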
Starred values were filed as active, the others as inactive; ? = inconclusive; / = no result given; [ ] = remark or other dose.

(1) CN(C)S(=O)(=O)c1cc(NC(=O)C[N+]23CCN(CC2)CC3)ccc1Cl
  Insulin prom inh: 14; sdo1 growth: 0.09; sdo1 growth Rescue 24 h: -0.28

(2) CCOc1ccccc1N1C(=O)NC(=O)/C(=C/c2ccc3c4c(cccc24)CC3)C1=O
  Insulin prom inh: -21; sdo1 growth: 0.19; sdo1 growth Rescue 24 h: -0.15

(3) CCOC(=O)COc1ccc2c(c1)c(C(C)=O)c(C)n2Cc1ccccc1
  Insulin prom inh: 13; sdo1 growth: /; sdo1 growth Rescue 24 h: /

(4) O=C(CCS(=O)(=O)c1ccc(Br)cc1)N1CCC2(CC1)OCCO2
  Insulin prom inh: /; sdo1 growth: -0.87; sdo1 growth Rescue 24 h: -0.89

(5) O=C(Cn1c(=S)[nH]c2ccccc2c1=O)N1CCC2(CC1)OCCO2
  Insulin prom inh: 0; sdo1 growth: 1; sdo1 growth Rescue 24 h: 1.7

(6) O=C(N/N=C\C1C(=O)NC(=S)N(c2ccccc2)C1=O)c1ccc(O)cc1 (centres undefined)
  Insulin prom inh: 0; sdo1 growth: /; sdo1 growth Rescue 24 h: /

(7) Cc1ccccc1-n1c(-c2ccco2)nc2ccccc2c1=O
  Insulin prom inh: ?; sdo1 growth: 0.44; sdo1 growth Rescue 24 h: 0.15

(8) O=C(CNC(=O)c1ccc(Cl)cc1)Nc1ccc(Br)cc1C(=O)c1ccccc1
  Insulin prom inh: -31; sdo1 growth: -1.4; sdo1 growth Rescue 24 h: -1.4

(9) C=CCn1c(O)c(C(C)=NCCC(c2ccccc2)c2ccccc2)c(=O)[nH]c1=O
  Insulin prom inh: /; sdo1 growth: 0.18; sdo1 growth Rescue 24 h: 0.66

(10) CC1(C)OC(c2ccccc2)=C/C(=C/C=C2C(=O)NC(=O)NC2=O)O1
  Insulin prom inh: 40; sdo1 growth: /; sdo1 growth Rescue 24 h: /

(11) CN[C@H]1C[C@H]2O[C@@](C)([C@H]1OC)n1c3ccccc3c3c4c(c5c6ccccc6n2c5c31)C(=O)NC4
  Insulin prom inh: -335; sdo1 growth: -3.1; sdo1 growth Rescue 24 h: -0.17

(12) COC(=O)c1ccc(CN2CCN(Cc3ccccc3)CC2)cc1
  Insulin prom inh: /; sdo1 growth: -0.1; sdo1 growth Rescue 24 h: -0.15

(13) Cc1cc(/C=C2\C(=O)NC(=O)N(Cc3ccco3)C2=O)c(C)n1-c1ccc(O)cc1
  Insulin prom inh: -106; sdo1 growth: /; sdo1 growth Rescue 24 h: /

(14) CCCC/C(=N\O)c1c[nH]c2ccccc12
  Insulin prom inh: 18; sdo1 growth: -0.63; sdo1 growth Rescue 24 h: -1.2

(15) CCOC(=O)c1c(C)n(COCCO)c2ccc(O)cc12
  Insulin prom inh: 9; sdo1 growth: -0.49; sdo1 growth Rescue 24 h: -1.2

(16) COc1cccc(NC(=O)N2CCC3(CC2)OCCO3)c1
  Insulin prom inh: /; sdo1 growth: 0.41; sdo1 growth Rescue 24 h: -0.44

(17) CC(C)Oc1ccc(C2(C#N)CC[N+](C)(C)CC2)cc1
  Insulin prom inh: 39; sdo1 growth: 0.58; sdo1 growth Rescue 24 h: -0.3

(18) O=C(c1cc2c(s1)CCCC2)N1CCC2(CC1)OCCO2
  Insulin prom inh: 8; sdo1 growth: 0.51; sdo1 growth Rescue 24 h: -0.01

(19) COc1ccc(CC2C(=O)N(c3ccccc3)C(=O)N(c3ccccc3)C2=O)c(OC)c1
  Insulin prom inh: 28; sdo1 growth: 0.07; sdo1 growth Rescue 24 h: 0.09

(20) CC(C)n1nnnc1CN1CCN(C)CC1
  Insulin prom inh: /; sdo1 growth: 1.9; sdo1 growth Rescue 24 h: 0.67

(21) CCOP(=O)(OCC)C(O)c1ccc(OC)cc1OC (centres undefined)
  Insulin prom inh: 10; sdo1 growth: 0.84; sdo1 growth Rescue 24 h: -0.6

(22) Cc1oc(-c2ccccc2)nc1CN1C(=O)C(C)N=C(c2ccccc2F)c2cc(Cl)ccc21 (centres undefined)
  Insulin prom inh: -41; sdo1 growth: -0.85; sdo1 growth Rescue 24 h: -0.02

(23) O=c1cc(CN2CC=C(c3ccccc3)CC2)c2c(ccc3ccccc32)o1
  Insulin prom inh: 6; sdo1 growth: -0.31; sdo1 growth Rescue 24 h: -0.35

(24) CCN(CC)CC(O)c1ccc(C2CCCC2)cc1 (centres undefined)
  Insulin prom inh: 31; sdo1 growth: -0.15; sdo1 growth Rescue 24 h: -0.12

(25) Cc1cc(/C=C2\C(=O)NC(=O)N(c3cccc(Br)c3)C2=O)c(C)n1C
  Insulin prom inh: 30; sdo1 growth: 0.7; sdo1 growth Rescue 24 h: 0.17

A second format for four compounds above:
entry | smiles | Insulin prom inh | sdo1 growth | sdo1 growth Rescue 24 h
21 | CCOP(=O)(OCC)C(O)c1ccc(OC)cc1OC (centres undefined) | 10 | 0.84 | -0.6
22 | Cc1oc(-c2ccccc2)nc1CN1C(=O)C(C)N=C(c2ccccc2F)c2cc(Cl)ccc21 (centres undefined) | -41 | -0.85 | -0.02
23 | O=c1cc(CN2CC=C(c3ccccc3)CC2)c2c(ccc3ccccc32)o1 | 6 | -0.31 | -0.35
24 | CCN(CC)CC(O)c1ccc(C2CCCC2)cc1 (centres undefined) | 31 | -0.15 | -0.12

Four compounds drawn at random from those above, as already listed:
(18) O=C(c1cc2c(s1)CCCC2)N1CCC2(CC1)OCCO2
  Insulin prom inh: 8; sdo1 growth: 0.51; sdo1 growth Rescue 24 h: -0.01

(22) Cc1oc(-c2ccccc2)nc1CN1C(=O)C(C)N=C(c2ccccc2F)c2cc(Cl)ccc21 (centres undefined)
  Insulin prom inh: -41; sdo1 growth: -0.85; sdo1 growth Rescue 24 h: -0.02

(11) CN[C@H]1C[C@H]2O[C@@](C)([C@H]1OC)n1c3ccccc3c3c4c(c5c6ccccc6n2c5c31)C(=O)NC4
  Insulin prom inh: -335; sdo1 growth: -3.1; sdo1 growth Rescue 24 h: -0.17

(9) C=CCn1c(O)c(C(C)=NCCC(c2ccccc2)c2ccccc2)c(=O)[nH]c1=O
  Insulin prom inh: /; sdo1 growth: 0.18; sdo1 growth Rescue 24 h: 0.66

Next section
(26) Cc1ccc(-c2nn(Cc3ccccc3)cc2C=O)cc1C
  Insulin prom inh: -4; sdo1 growth: -1.2; sdo1 growth Rescue 24 h: -0.48

(27) Cn1c(C(=O)O)c(CC(=O)N2CCN(Cc3ccccc3)CC2)c2ccccc21
  Insulin prom inh: 43; sdo1 growth: 0.1; sdo1 growth Rescue 24 h: -0.57

(28) O=C(O)C(Cc1cnc[nH]1)NS(=O)(=O)c1ccc(Cl)cc1 (centres undefined)
  Insulin prom inh: 44; sdo1 growth: 0.03; sdo1 growth Rescue 24 h: -1.1

(29) CN1C(=O)C(=Cc2ccc(N3CCOCC3)o2)C(=O)N(C)C1=S
  Insulin prom inh: -27; sdo1 growth: /; sdo1 growth Rescue 24 h: /

(30) CC(=O)C1C2c3ccccc3O[C@@]1(C)N=c1s/c(=C/c3ccoc3)c(=O)n12 (some centres undefined)
  Insulin prom inh: 17; sdo1 growth: -1.6; sdo1 growth Rescue 24 h: -0.12

(31) O=c1c2ccccc2nc(-c2ccc([N+](=O)[O-])cc2)n1-c1ccccc1
  Insulin prom inh: -76; sdo1 growth: -0.49; sdo1 growth Rescue 24 h: -0.81

(32) CCN(c1ccc(C(O)(C(=O)OC)C(F)(F)F)cc1)S(=O)(=O)c1ccccc1 (centres undefined)
  Insulin prom inh: 4; sdo1 growth: 0.68; sdo1 growth Rescue 24 h: 0.43

(33) COc1ccc(/C=N/N=C(/N)N[N+](=O)[O-])c(OC)c1
  Insulin prom inh: 33; sdo1 growth: 0.7; sdo1 growth Rescue 24 h: -0.18

(34) Cc1cccc(-n2c(O)c(C=NCCCN3CCOCC3)c(=O)[nH]c2=O)c1C
  Insulin prom inh: -3; sdo1 growth: 0.16; sdo1 growth Rescue 24 h: -0.27

(35) O=C(Cc1ccccc1)N1CCN(C2CCCC2)CC1
  Insulin prom inh: -46; sdo1 growth: -0.5; sdo1 growth Rescue 24 h: -0.93

(36) CC(C)N1C(=O)CCC1C(=O)N1CCC2(CC1)OCCO2 (centres undefined)
  Insulin prom inh: -66; sdo1 growth: 0.67; sdo1 growth Rescue 24 h: -0.3

(37) COc1cc2c(cc1O)C[C@H]1NCCc3cc4c(c-2c31)OCO4
  Insulin prom inh: -14; sdo1 growth: -0.03; sdo1 growth Rescue 24 h: 0.41

(38) CCC(=NCc1ccco1)c1c(O)n(-c2ccccc2)c(=O)[nH]c1=O
  Insulin prom inh: 65; sdo1 growth: 0.85; sdo1 growth Rescue 24 h: 0.84

(39) CCN1CCN(c2ccc([N+](=O)[O-])cc2C#N)CC1
  Insulin prom inh: -19; sdo1 growth: /; sdo1 growth Rescue 24 h: /

(40) O=C(N/N=C/c1c(O)n(CCc2ccccc2)c(=O)[nH]c1=O)c1ccncc1
  Insulin prom inh: /; sdo1 growth: 0.98; sdo1 growth Rescue 24 h: 1.4

(41) CCCC(C)C1C(C#N)=C(N)Oc2c1c(=O)oc1ccccc21 (centres undefined)
  Insulin prom inh: 30; sdo1 growth: -1.1; sdo1 growth Rescue 24 h: -0.36

(42) CCc1ccc(-n2c(O)c(/C=N/NC(=O)c3ccncc3)c(=O)[nH]c2=O)cc1
  Insulin prom inh: /; sdo1 growth: 1.2; sdo1 growth Rescue 24 h: 1.7

(43) O=P1(NC2CCCC2)COc2ccccc2OC1
  Insulin prom inh: /; sdo1 growth: 1.1; sdo1 growth Rescue 24 h: 1.4

(44) O=C(Cn1ncc2c3ccccc3n(Cc3ccccc3F)c2c1=O)N1CCC2(CC1)OCCO2
  Insulin prom inh: -31; sdo1 growth: -1.9; sdo1 growth Rescue 24 h: -1.1

(45) CC1(C)CN=C(NCc2ccccc2Cl)S1
  Insulin prom inh: -14; sdo1 growth: -0.08; sdo1 growth Rescue 24 h: -0.56

(46) CN1CCC(OC(=O)C2c3ccccc3Oc3ccccc32)CC1
  Insulin prom inh: -87; sdo1 growth: 1.1; sdo1 growth Rescue 24 h: -0.23

(47) CC(ON1CC1(C(F)(F)F)C(F)(F)F)(C(N)=O)C(N)=O (centres undefined)
  Insulin prom inh: 12; sdo1 growth: 0.77; sdo1 growth Rescue 24 h: -0.16

(48) COC(=O)C1=Nc2ccccc2/C1=C\c1c(O)n(-c2ccc(OC)cc2)c(=O)[nH]c1=O
  Insulin prom inh: -35; sdo1 growth: -0.03[11.1 µM]; sdo1 growth Rescue 24 h: -0.34

(49) CCN(CCNc1ccc([N+](=O)[O-])c2cccnc12)S(=O)(=O)c1ccc(Cl)cc1
  Insulin prom inh: -6; sdo1 growth: -0.55; sdo1 growth Rescue 24 h: -0.28

(50) Cc1cccc(N2CCN(CCc3ccccc3)CC2)c1C
  Insulin prom inh: -40; sdo1 growth: -0.69; sdo1 growth Rescue 24 h: -1.2

Ordered by molar mass (largest number first): some entries from above.
(44) O=C(Cn1ncc2c3ccccc3n(Cc3ccccc3F)c2c1=O)N1CCC2(CC1)OCCO2
  Insulin prom inh: -31; sdo1 growth: -1.9; sdo1 growth Rescue 24 h: -1.1

(27) Cn1c(C(=O)O)c(CC(=O)N2CCN(Cc3ccccc3)CC2)c2ccccc21
  Insulin prom inh: 43; sdo1 growth: 0.1; sdo1 growth Rescue 24 h: -0.57

(34) Cc1cccc(-n2c(O)c(C=NCCCN3CCOCC3)c(=O)[nH]c2=O)c1C
  Insulin prom inh: -3; sdo1 growth: 0.16; sdo1 growth Rescue 24 h: -0.27

Further results.
(51) O=C1NC(=O)C(=Cc2cc([N+](=O)[O-])ccc2N2CCCCC2)C(=O)N1
  Insulin prom inh: -12; sdo1 growth: /; sdo1 growth Rescue 24 h: /

(52) CCCCn1c(=O)c(C(=O)NCc2ccncc2)c(O)c2ccccc21
  Insulin prom inh: -24; sdo1 growth: -0.6; sdo1 growth Rescue 24 h: -0.6

(53) CN1C2CCC1CC(OC(=O)c1ccc([N+](=O)[O-])cc1)C2 (centres undefined)
  Insulin prom inh: 6; sdo1 growth: 0.58; sdo1 growth Rescue 24 h: -0.11

(54) CCOc1ccc2nc(N3CCC(C(=O)N4CCC5(CC4)OCCO5)CC3)sc2c1
  Insulin prom inh: -31; sdo1 growth: -0.42; sdo1 growth Rescue 24 h: 0.16

(55) CCOc1ccccc1N=C1SCCCN1C
  Insulin prom inh: 9; sdo1 growth: -0.21; sdo1 growth Rescue 24 h: -0.58

(56) O=C(O)C12C3CCCC1C32c1ccccc1 (centres undefined)
  Insulin prom inh: /; sdo1 growth: 0.72; sdo1 growth Rescue 24 h: 0.26

(57) O=C1CC(N2CCC(n3c(=O)[nH]c4ccccc43)CC2)C(=O)N1Cc1ccccc1 (centres undefined)
  Insulin prom inh: 33; sdo1 growth: 0.23; sdo1 growth Rescue 24 h: 0.16

(58) Fc1ccc(CCNCc2cccc(Cl)c2)cc1
  Insulin prom inh: /; sdo1 growth: 0.37; sdo1 growth Rescue 24 h: 0.84

(59) CC(C)C12CN3CC(C(C)C)(CN(C1)C3c1cccnc1)C2=O (centres undefined)
  Insulin prom inh: -36; sdo1 growth: -0.14; sdo1 growth Rescue 24 h: -0.67

(60) OC(Cc1ccccc1)(c1ccccc1)C1CN2CCC1CC2 (centres undefined)
  Insulin prom inh: -52; sdo1 growth: 0.73; sdo1 growth Rescue 24 h: 0.13

Taken from above:
Value for no. 59 under sdo1 growth Rescue 24 h: -0.67
Value for no. 54 under sdo1 growth: -0.42
Value for no. 55 under Insulin prom inh: 9

Only part of the results is shown; the hit share may differ from the screen's.
